# D2 ag – D2 dopamine receptor (human) agonism; P14416; HEK293 T-REx D2 cells, calcium flux agonist mode; activation, % at 2 µM; 340,000 compounds, 0.53% hits;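 active = activation over 3 SD above normal in the single-dose calcium agonist read, cut at about 30% in these data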; also: 0% is about no effect
#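 Tetracycline-induced HEK293 Trex cells with D2 receptor force-coupled to calcium signaling, plated overnight at 30 C and loaded with no-wash calcium dye. Calcium flux read kinetically for 180 s after compound addition; responses flag agonists.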
# D2 antag – D2 dopamine receptor (human) antagonism. P14416. 340,000 compounds, 2% hits. HEK293 TREx D2 cells, calcium flux, dopamine EC80. inhibition, % at 10 µM. AID 485344; in the data active = inhibition above about 30%; also: 0% is about no effect
#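 Tetracycline-induced HEK293 T-REx cells expressing D2 force-coupled to calcium signalling were dye-loaded, exposed to compound for 180 s, then challenged with an EC80 of dopamine; calcium flux was followed kinetically for a further 180 s.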
# D1 potentiator – potentiators of human D1 dopamine receptor; 360,000 compounds, 0.036% hits; P21728; AID 504651; potentiation, % at 10 µM; HEK293 TREx D1 cells, calcium flux, dopamine EC20 potentiation; in the data active = potentiation above about 30%; also: 0% is about no effect
# RXFP1 agonist – RXFP1 (human) receptor agonism. HEK293T-RXFP1 cAMP TR-FRET, 30 min; response scale: percent of porcine relaxin response, buffer zero. Potency, µM (highest dose often 57.5 µM), without a hit: at the highest dose activation, hits mostly activators. 370,000 compounds, 0.3% hits. AID 2676; active = well fitted activation curve with a large enough effect; inconclusive = small, poorly fitted or top-dose-only effect; also: potency is read from the fitted curve at half-maximal effect; % is scaled to controls: 0 for no effect and ±100 for the full control effect; nearly all actives have a fitted effect of over 60% in size; many of its hits are not listed in these tables
# Target sequence (Q9HBX9 whole entry, looked up): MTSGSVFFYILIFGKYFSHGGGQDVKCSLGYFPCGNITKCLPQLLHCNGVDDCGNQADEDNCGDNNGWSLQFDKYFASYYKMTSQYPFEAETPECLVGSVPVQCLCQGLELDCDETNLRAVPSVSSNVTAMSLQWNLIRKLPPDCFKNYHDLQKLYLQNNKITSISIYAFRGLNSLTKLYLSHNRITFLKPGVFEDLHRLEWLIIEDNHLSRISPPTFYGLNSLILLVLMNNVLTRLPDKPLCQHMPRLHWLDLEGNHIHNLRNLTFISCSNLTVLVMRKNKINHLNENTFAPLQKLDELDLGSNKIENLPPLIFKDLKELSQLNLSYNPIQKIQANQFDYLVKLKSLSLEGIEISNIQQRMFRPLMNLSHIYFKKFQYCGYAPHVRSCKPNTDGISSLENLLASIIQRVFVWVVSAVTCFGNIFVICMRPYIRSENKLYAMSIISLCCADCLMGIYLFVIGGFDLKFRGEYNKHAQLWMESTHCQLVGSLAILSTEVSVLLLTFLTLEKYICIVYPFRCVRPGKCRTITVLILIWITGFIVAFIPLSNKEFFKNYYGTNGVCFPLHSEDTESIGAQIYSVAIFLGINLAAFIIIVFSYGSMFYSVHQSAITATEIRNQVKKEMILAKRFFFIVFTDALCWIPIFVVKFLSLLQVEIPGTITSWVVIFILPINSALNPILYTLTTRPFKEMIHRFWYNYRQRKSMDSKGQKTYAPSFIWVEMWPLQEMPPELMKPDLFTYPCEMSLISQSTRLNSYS
#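 HEK293 cells stably expressing RXFP1, treated 30 min at 37C with compounds plus PDE4 inhibitor Ro 20174; cAMP measured by HTRF TR-FRET. Normalized to buffer and 29 nM porcine relaxin; EC50 by Hill fit.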
# D2 PAM – positive allosteric modulators of human D2 dopamine receptor | HEK293 T-REx D2, calcium flux, EC20 dopamine potentiation | potentiation, % at 10 µM | 340,000 compounds, 0.34% hits | AID 485347;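 active = potentiation over 3 SD above the plate norm, cut at about 30% in these data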; also: 0% is about no effect
#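 Cells plated with tetracycline inducer and held overnight at 30 C; calcium dye loaded 30–90 min at room temperature; baseline taken, compound added and read 180 s; EC20 dopamine then added and read 180 s.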
# D1 ag – human D1 receptor agonism | 360,000 compounds, 1% hits | activation, % at 2 µM | P21728 | HEK293 T-REx D1 cells, calcium flux, agonist mode; in the data active = activation above about 30%; also: 0% is about no effect
#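 Inducible HEK293 T-REx D1 cells, force-coupled to calcium signalling, were plated at 4000 cells/well with tetracycline and held overnight at 30 C. After no-wash calcium dye loading, compound-evoked calcium rise over 180 s flagged agonists.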
# RXFP1 antag – RXFP1 (human) relaxin receptor antagonism. AID 1259400. HEK293-RXFP1, relaxin-stimulated cAMP HTRF, 30 min; stronger effect = lower value. activity change, negative = inhibition, % at 57.5 µM. Q9HBX9. 350,000 compounds, 0.59% hits;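 active = activity change of -60% or lower, but not beyond a set lower limit; inconclusive = change between -60% and -40%, or beyond the set limit; inactive = change above -40%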; also: % is scaled to controls: 0 for no effect and ±100 for the full control effect
# D1 antag – blocks dopamine activation of the human D1 receptor. P21728. HEK293 TREx D1 cells, calcium flux, dopamine EC80; stronger effect = lower value. activity change, negative = inhibition, % at 10 µM. 360,000 compounds, 3.2% hits. AID 504652; in the data active = activity change below about -30%; also: % is scaled to controls: 0 for no effect and ±100 for the full control effect
#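 Tetracycline-induced HEK293 Trex D1 cells, force-coupled to calcium, dye-loaded; compounds added and read 180 s, then EC80 dopamine added and calcium flux tracked kinetically another 180 s.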
# TRHR enhancer – allosterically enhances the human TRH receptor. P34981. TRHR cells, fluo-8 calcium fluorescence, EC20 TRH enhancement. enhancement, % at 2 µM. 360,000 compounds, 0.66% hits; in the data active = enhancement above about 30%; also: 0% is about no effect
#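 TRHR-expressing cells loaded with fluo-8 calcium dye were read kinetically (ex 480/em 530) during compound addition, then stimulated with an EC20 of TRH (10 nM final). Enhancement of the Gq-mediated intracellular calcium response was scored.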
# Starred values were filed as active, the others as inactive; ? = inconclusive; / = not tested or not shown; & = joins results of further samples. Some of the compounds tested; the hit share may differ from the screen's.
SMILES,D2 ag,D2 antag,D1 potentiator,RXFP1 agonist,D2 PAM,D1 ag,RXFP1 antag,D1 antag,TRHR enhancer
O=C(CSCc1ccccc1Br)NNC(=S)NCc1ccco1,/,/,-13,0.3%,/,6,-5,14,-5
CCn1c(O)c(/C=C2\C=Nc3ccccc32)sc1=O,2.6,13,-6,2.2%,-7,0,-3,-1,-5
COc1ccc(/C=C/c2nc(C#N)c(N3CCCCCC3)o2)cc1OC,2.8,/,2,14%,16,-1,-9,1,2
COc1cc2c(cc1OC)C(c1ccc(N(C)C)cc1)CC(=O)N2 (stereo not drawn),0.5,7,2,4.3%,1,0,-4,-3,7
Cc1onc(-c2c(Cl)cccc2Cl)c1C(=O)NCc1ccccn1,/,/,-6,-1.2%,/,2,-6,4,0
Cc1cccc(Nc2nc(N)nc(CN3CCN(Cc4ccc5c(c4)OCO5)CC3)n2)c1,7.2,8,-6,1.8%,-17,3,14,4,-5
O=C(CCCn1c(=O)[nH]c2cc(Cl)ccc2c1=O)NCCCN1CCN(c2ccc(F)cc2)CC1,-1.7,5,-12,-0.7%,4,-1,-6,-66*,16
CC1=N/C(=C\c2ccc(OC(C)C)cc2)C(=O)N1c1ccc(C(=O)O)cc1,-0.4,-21,0,-0.2%,-2,7,-2,4,15
COc1cccc(C(=O)Nc2nc(-c3nnn(-c4ccccc4C(F)(F)F)c3C)ns2)c1,0.4,/,-1,-0.9%,/,4,/,-15,-2
O=C(Nc1ccc(OCC(=O)N2CCOCC2)cc1)c1ccccc1F,-2.6,-5,18,2.1%,/,1,-5,16,-3
COc1ccc(-c2cc(C(F)(F)F)n3nc(C)cc3n2)cc1,0.6,6,1,2.9%,1,1,/,-5,-8
Cn1cc(CC(=O)N2CCN(c3ccc(Cl)cc3)CC2)c2ccccc21,-0.6,2,-3,1.7%,9,-4,-7,33,-3
CC1CCCC(C)N1/N=C/c1ccc(C(=O)O)cc1 (stereo not drawn),0.8,-5,1,1.2%,4,4,-6,9,1
O=C(NNC(=O)c1sccc1-n1cccc1)c1cccs1,-0.3,-8,0,0.2%,7,0,-2,-9,-6
S=c1[nH]c(-c2cccs2)cn1-c1ccccc1,-0.7,-2,3,11%,3,1,-28,-11,-2
O=C(Nc1ccc(OC(F)(F)F)cc1)C(Cc1ccccc1)NS(=O)(=O)c1cccc2nsnc12 (stereo not drawn),-0.6,/,-1,4.8%,-2,1,?,-28,-3
CC(C)(C)OC(=O)N/N=C\c1ccc[nH]1,-1.6,-6,4,0.1%,12,3,-1,9,0
COc1cc(/C=C/C(=O)OCc2cn3cc(Cl)ccc3n2)ccc1O,-2.4,-6,-1,0.2%,20,1,20,-7,3
O=C(CSc1nc2c(sc3ccccc32)c(=O)n1CCCN1CCOCC1)NC1CCCC1,-0.9,-21,13,-0.9%,0,0,0,4,-1
CCCCn1c(=O)c(CCC(=O)O)nc2ccccc21,-0.3,5,4,-1.5%,5,3,-4,27,5
CCn1c(=NC(=O)COc2ccccc2)sc2cccc(F)c21,-0.1,2,-4,7.3%,9,3,10,3,0
Cn1cc(CN2CCC(CO)(CCCc3ccccc3)CC2)c(-c2ccccc2)n1,/,/,-5,-8.8%,/,47*,-9,-2,-8
CCN1CCN(c2ncnc3c2sc2nc(N4CCOCC4)c4c(c23)CCC4)CC1,0.6,-4,1,4.7%,-7,2,-13,-4,3
CC1CCc2nc(/C(C#N)=C/c3ccncc3)sc2C1 (stereo not drawn),0.8,6,-3,0.3%,8,-1,-19,0,0
O=C(O)Cc1sc(Nc2ccccc2)nc1-c1cccs1,-0.3,-10,-1,-27%,9,6,0,29,2
Cn1c(=O)n(CC(=O)Nc2ccc(F)cc2)c2ccccc21,/,/,-4,0.2%,/,1,3,3,-8
COc1ccc(C(=O)/C=C/NCc2ccc(F)cc2)cc1OC,-0.2,7,-1,2.0%,7,3,-10,-4,7
CCOc1cc(CNC(=O)c2ccc3nc(C(C)C)oc3c2)cc(OCC)c1OCC,-1.4,/,4,3.0%,14,1,/,11,0
Cc1nc2ccccc2c2c1CC(C(C)(Cl)Br)O2 (stereo not drawn),-0.5,0,-2,1.6%,7,3,?,-16,-3
O=C(CCCOc1ccc(Cl)cc1Cl)N/N=C/c1ccccc1,1.2,9,-6,-1.8%,-6,15,-11,-9,10
Nn1c(SCc2cccc(Cl)c2)nnc1-c1ccncc1,-1.0,-4,3,-0.4%,-8,3,-18,-6,-2
COC(=O)c1ccc(N2C(=O)CC(N3CCC(O)(c4ccc(Br)cc4)CC3)C2=O)cc1 (stereo not drawn),0.3,8,-2,2.9%,4,13,12,-18,2
COc1ccc(N2CCN(C(=O)c3ccc(SC)cc3OC)CC2)cc1,-0.7,-6,-7,4.8%,3,6,-10,6,0
O=C1Nc2ccccc2C1=Nc1ccc(Cl)cc1,-0.7,2,2,1.3%,7,-1,-20,-5,3
COCCCNC(=O)c1c(NC(=O)C2COc3ccccc3O2)sc2c1CCCC2 (stereo not drawn),-0.3,-1,1,2.0%,0,3,5,1,4
O=C(C1CCN(C2CC(=O)N(c3cccc(Cl)c3)C2=O)CC1)N1CCCC1 (stereo not drawn),/,/,1,0.8%,/,4,-6,12,-4

# Another view of part of the listing above.
SMILES	D2 ag	D2 antag	D1 potentiator	RXFP1 agonist	D2 PAM	D1 ag	RXFP1 antag	D1 antag	TRHR enhancer
O=C1Nc2ccccc2C1=Nc1ccc(Cl)cc1	-0.7	2	2	1.3%	7	-1	-20	-5	3
COCCCNC(=O)c1c(NC(=O)C2COc3ccccc3O2)sc2c1CCCC2 (stereo not drawn)	-0.3	-1	1	2.0%	0	3	5	1	4
O=C(C1CCN(C2CC(=O)N(c3cccc(Cl)c3)C2=O)CC1)N1CCCC1 (stereo not drawn)	/	/	1	0.8%	/	4	-6	12	-4

# In another format: entries from further up.
compound | D2 ag | D2 antag | D1 potentiator | RXFP1 agonist | D2 PAM | D1 ag | RXFP1 antag | D1 antag | TRHR enhancer
COc1ccc(C(=O)/C=C/NCc2ccc(F)cc2)cc1OC | -0.2 | 7 | -1 | 2.0% | 7 | 3 | -10 | -4 | 7
O=C(O)Cc1sc(Nc2ccccc2)nc1-c1cccs1 | -0.3 | -10 | -1 | -27% | 9 | 6 | 0 | 29 | 2
O=C(C1CCN(C2CC(=O)N(c3cccc(Cl)c3)C2=O)CC1)N1CCCC1 (stereo not drawn) | / | / | 1 | 0.8% | / | 4 | -6 | 12 | -4

# (listing goes on)
SMILES,D2 ag,D2 antag,D1 potentiator,RXFP1 agonist,D2 PAM,D1 ag,RXFP1 antag,D1 antag,TRHR enhancer
COc1ccc(Nc2ccccc2)c(C)c1,-0.2,-11,-4,-1.1%,0,5,27,10,3
Cc1noc2ncnc(Sc3ccc(Cl)cc3)c12,0.2,-17,2,-0.9%,-8,3,-19,-2,17
C/C(=N/NC(=O)c1ccc(-c2ccccc2)cc1)c1cc(O)cc(O)c1,-0.4,5,-2,0.3%,1,0,0,-13,2
CC1=C(C(=O)OCC(C)C)C(c2ccccc2Cl)NC(=O)N1C (stereo not drawn),/,/,/,-2.0%,/,5,/,-5,-1
Cc1c(C(=O)N2CCN(Cc3cccs3)CC2)oc2ccccc12,-0.2,-17,3,-0.1%,-25,2,0,-24,-1
COc1ccccc1N(C)S(=O)(=O)c1ccc(C(=O)OC(C)C(=O)NCc2ccc3c(c2)OCO3)cc1 (stereo not drawn),-0.1,15,-1,1.6%,-11,4,-9,-21,2
CC(C)OCc1c(C(=O)Nc2nccs2)oc2ccccc12,-1.8,4,-3,-0.3%,1,3,-9,5,4
O=C(C[C@H]1C(=O)N(c2ccc(F)c(F)c2)C[C@@H]1Cc1ccccc1)Nc1ccccc1,1.6,-20,4,2.1%,13,4,/,-2,0
CCCCCCCCCCS(=O)(=O)N/N=C/c1ccccc1OC,0.6,-5,1,0.7%,-3,1,7,-3,7
COc1ccc(N2CCN(C(=O)c3cnn(-c4ccc(F)cc4)c3-n3cccc3)CC2)cc1,-1.3,/,-1,-0.5%,1,0,/,-11,0
O=C(CN1c2cccc3cccc(c23)S1(=O)=O)NCc1ccc2c(c1)OCO2,0.7,0,1,2.1%,-2,18,13,-15,-4
COc1ccc(CN2CCN(C(=O)c3cccc4ccccc34)CC2)cc1Br,-0.7,-12,-9,-0.1%,2,-3,0,23,-12
Cc1ccc(-c2c(C(=O)N/N=C/c3ccc4c(c3)OCO4)nnn2-c2nonc2N)cc1,0.1,1,2,4.8%,3,3,-7,28,8
CCN(CC(=O)Nc1ccc(NC(C)=O)cc1)C(=O)c1ccc2ccccc2c1,-0.2,15,-4,-1.3%,12,-1,-9,-9,15
COC(=O)c1ccc(Nc2nc(-c3ccncc3)nc3ccccc23)cc1,0.1,7,-8,9.3%,-3,3,3,0,-4
Cc1ccc(Cn2c(=O)c3ccccc3n3nc(C)cc23)cc1,-0.8,-11,3,6.4%,21,1,-12,20,1
COc1ccc2c(CNC3CCCCCC3)c(C(=O)O)n(Cc3ccccc3F)c2c1,-0.1,/,-2,-1.8%,-8,-1,?,-1,-7
O=C(/C=C/c1ccc(Br)cc1)NC(=O)c1ccccc1O,1.4,-10,-1,2.9%,-8,12,-17,-25,-1
CCOC(=O)C1=C(CN2CCCCC2)NC(=O)NC1c1cc(C)ccc1C (stereo not drawn),1.4&0.2,4,0&0,0.1%&-0.2%,-4&1,1&1,-16&6,4&8,2&4
CC12CCC(C(=O)Nc3cccc(Cl)c3Cl)([C@H](Br)C1=O)C2(C)C (stereo partly drawn),-1.6,-13,1,0.0%,-1,3,-16,-8,-1
COc1ccc(C(=O)NCC(c2cccnc2)N2CCc3ccccc32)cc1 (stereo not drawn),0.2,/,-2,1.0%,-16,0,-8,-15,-10
O=C(NC(=O)c1c(F)cccc1F)O/N=C1\CCCc2occc21,0.8,-10,-1,0.5%,0,1,2,-2,2
COc1ccccc1N(CC(=O)NCCSCc1cccc(C)c1)S(=O)(=O)c1ccccc1,0.4,-4,-6,3.4%,-8,19,-7,13,-7
Cc1cc(=O)oc(C)c1C(=O)NCc1ccccn1,/,/,-4,0.1%,/,0,-7,12,12
C=CCNC(=O)CCCOc1ccc(C)cc1,0.5,-3,-4,4.2%,-6,-1,-9,1,2
COc1cc(OC)c(NC(=O)C(C)n2nc(-c3ccc(C)cc3)c3c(c2=O)CCCC3)cc1Cl (stereo not drawn),-0.2,/,-2,-1.3%,5,2,/,-4,2
CC1CCCCC12NC(=O)N(CC(=O)N1CCN(c3ncccn3)CC1)C2=O (stereo not drawn),0.3,-10,3,2.1%,-3,0,13,22,16
Cc1oc(C)c(S(=O)(=O)NCc2cccs2)c1C(=O)O,0.2,1,1,-0.3%,2,3,-1,3,-1
O=C(NC1CCCCC1)C(=S)NCc1ccccc1,0.1,-3,4,0.4%,-8,1,-9,7,-6

# Screening results (PubChem)
